PriA SSB inh – inhibitors of Klebsiella pneumoniae PriA binding to SSB C-terminal tail; AlphaScreen SSBct-PriA binding, biotinylated peptide; inhibition, % at 33 µM; 0.6% of 430,000 active; AID 1272365; in the data active = inhibition mostly above about 37%, no sharp cut-off; inactive = mostly below about 20%;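 note: plate controls were negative control peptide for no effect and reference peptide for full effect; strong numbers were not always called active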
Active calls of the source: *; & = joins results of further samples. Not all compounds are listed; rates above refer to the full screens.

Start of the data: the first 7 entries, to show the layout:
SMILES	PriA SSB inh
CN1CCC2(CC1)Oc1ccccc1C1CC(c3ccco3)=NN12 (stereo not drawn)	5
CC(=O)Nc1cccc(NC(=O)Cn2nc(-c3cccs3)c3sc(N4CCCC4)nc3c2=O)c1	-5
COC(=O)c1ccc(C(=O)OC)c(NC(=O)CSc2ncnc3sc(C)c(C)c23)c1	-3
Cc1ccccc1-c1nc(C)c(CNC(=O)c2sc(-n3cccc3)nc2C)s1	-3
COc1ccccc1-c1nc(Cn2nnc(C(=O)Nc3c(C)cccc3C)c2C)c(C)o1	18
CCCc1cc(=O)[nH]c(N=C(NC(=O)c2ccccc2)Nc2ccc3c(c2)OCCO3)n1	-5
CC(C)(Oc1ccc(Cl)cc1)C(=O)N(Cc1cccs1)C1CCOCC1	-13

This part in full, previewed entries included:
SMILES	PriA SSB inh
CN1CCC2(CC1)Oc1ccccc1C1CC(c3ccco3)=NN12 (stereo not drawn)	5
CC(=O)Nc1cccc(NC(=O)Cn2nc(-c3cccs3)c3sc(N4CCCC4)nc3c2=O)c1	-5
COC(=O)c1ccc(C(=O)OC)c(NC(=O)CSc2ncnc3sc(C)c(C)c23)c1	-3
Cc1ccccc1-c1nc(C)c(CNC(=O)c2sc(-n3cccc3)nc2C)s1	-3
COc1ccccc1-c1nc(Cn2nnc(C(=O)Nc3c(C)cccc3C)c2C)c(C)o1	18
CCCc1cc(=O)[nH]c(N=C(NC(=O)c2ccccc2)Nc2ccc3c(c2)OCCO3)n1	-5
CC(C)(Oc1ccc(Cl)cc1)C(=O)N(Cc1cccs1)C1CCOCC1	-13
Cc1cc(=O)[nH]c(-n2nc(-c3cccs3)cc2NC(=O)CC(C)(C)C)n1	6
CN1C(=O)CCC1CNC1CCOCC1 (stereo not drawn)	-8
C=CCn1c(SCC(=O)Nc2scc(-c3ccc(F)cc3)c2C(=O)OCC)nc2scc(-c3ccco3)c2c1=O	-11
CCOC(=O)c1cnc(=O)[nH]c1N	0&7
Cc1ccc(-c2cc3c(SCC(=O)NC4CCCC4)nccn3n2)cc1	6
CCOc1ccc2ncc(C#N)c(NCc3cccc(Cl)c3)c2c1	-12
CSc1cccc(NC(=O)NCCNc2ccc(C)nn2)c1	-27
CSc1nnc(-c2ccccc2NC(=O)c2ccc(C)c(S(=O)(=O)N3CCCC3)c2)o1	-22
CC(C)CS(=O)(=O)C1CN(C(=O)Cc2ccccc2Cl)C1	-7
CCOc1ccc(NC(=O)CC2SC(=NN=C3CCCCCC3)NC2=O)cc1 (stereo not drawn)	-1
C=CCOC(=O)COc1ccc2c(=O)c(Oc3ccc(OC)cc3)coc2c1	0
O=C(C1CCCO1)N1CCc2ccc(NC(=O)C3(c4ccccc4)CCOCC3)cc21 (stereo not drawn)	0
CCCn1c(=O)c2ccc(C(=O)NCC(C)C)cc2n2c(=O)n(Cc3c(F)cccc3Cl)nc12	-2
O=C(Cc1cccs1)NCCN1CCN(c2ccccc2F)CC1	4
COc1cc(C2CC(=O)N(CC(=O)Nc3cc(C)on3)c3ccccc3S2)cc(OC)c1OC (stereo not drawn)	-6
O=C(COc1ccccc1)NC[C@@H](c1ccco1)S(=O)(=O)c1ccc(Cl)cc1	-3
O=C(Cn1c(CO)cnc1SCC(=O)N1CCc2ccccc21)NCc1ccc(F)cc1	-10
COc1cc(COCC2CCN(C(=O)c3cccn(C)c3=O)CC2)cc(OC)c1	-16
C=C(C)Cn1c(=O)c2c(nc3n2CC(C)CN3c2cccc(Cl)c2)n(C)c1=O (stereo not drawn)	3
Cc1ccccc1Cn1cnc2c(cnn2CCNC(=O)COc2ccc(Cl)cc2)c1=O	11
Cc1nn(CC(=O)Nc2ccc(C(F)(F)F)cc2)c(=O)c2c1cnn2-c1ccc(F)cc1	-6
COc1ccc(CNC(=O)N2CCSC2c2cccc(F)c2)cc1OC (stereo not drawn)	-23
O=C(CSc1nnc2n1CCN2c1ccccc1)c1cccc(S(=O)(=O)N2CCOCC2)c1	2

Looked up by compound from the entries so far, 2 records:
SMILES	PriA SSB inh
O=C(Cc1cccs1)NCCN1CCN(c2ccccc2F)CC1	4
C=C(C)Cn1c(=O)c2c(nc3n2CC(C)CN3c2cccc(Cl)c2)n(C)c1=O (stereo not drawn)	3

More structures.
SMILES	PriA SSB inh
CCn1cccc(-c2nnc(SCC(=O)NC)n2C)c1=O	-6
CCOC(=O)C(C#N)=CNc1ccccc1OC(F)(F)F	-7
CC(CCc1ccc2c(c1)OCO2)=NN=C1NC(=O)CC(C(=O)Nc2ccccc2)S1 (stereo not drawn)	-1
O=C(CSc1ccc(NC(=O)c2ccccc2F)nn1)NCc1ccco1	8
CCn1ccc(C(=O)Nc2nnc(CSc3ccccc3)o2)n1	3
COc1ccc(OC)c(-c2cc(C(=O)N3CCN(Cc4cnc5ccccn45)CC3)[nH]n2)c1	13
Cc1cc(CCNC(=O)c2cnccn2)on1	0
Cc1cccc(S(=O)(=O)NCC(c2cccn2C)N2CCc3ccccc3C2)c1 (stereo not drawn)	11
O=C(O)C1Cc2nc[nH]c2CN1 (stereo not drawn)	-1
O=C(NC[C@H](O)c1ccc2c(c1)CCO2)C(=O)Nc1ccc2c(c1)OCO2	4
Cc1ccc(C)c(S(=O)(=O)Nc2ccc(Nc3ccc(-n4nc(C)c(C)c4C)nn3)cc2)c1	-13
Cc1cccc(NC(=O)NCC2COC3(CCCCC3)O2)c1 (stereo not drawn)	-15
C=CCNC(=S)NN=C(C)c1ccccn1	-5
COc1ccc(OC)c2[nH]c(=O)c(CCNC(=O)COc3ccc(Cl)cc3Cl)cc12	-5
N#C/C(=C\c1ccc(Cl)c(Cl)c1)c1nc2ccccc2c(=O)[nH]1	-14
Cc1cccc(-n2ncc3c(=O)n(CC(=O)Nc4ccc(OC(F)(F)F)cc4)cnc32)c1C	-22
CC(/C=C/c1ccccc1)=NNC(=O)Cn1nc(C)cc1C	-17
C=CCOc1cccc(C2C(=C(O)c3ccc(Cl)cc3)C(=O)C(=O)N2CCN2CCOCC2)c1 (stereo not drawn)	-1
CNC(=S)NN=Cc1ccccc1OCC(=O)O	-5
Cc1c(C(=O)Nc2ccccc2-c2nc3ccccc3[nH]c2=O)cccc1[N+](=O)[O-]	0
O=C(c1ccccc1F)N1CCC(CSCc2ccco2)CC1	12
CCOc1ccc(S(=O)(=O)Nc2cnc3ccnn3c2)cc1C	-20
Cc1c(-c2ccccc2)n[nH]c1C(=O)N/N=C\c1ccc([N+](=O)[O-])cc1	-2
Cc1oncc1C(=O)N1CCC(c2ccc3c(c2)OCO3)C1 (stereo not drawn)	1
Cc1c(C(=O)NN=CC(C)C)[nH]c2c([N+](=O)[O-])cccc12	-4
Cc1cccc2sc(N3CC(OC(=O)c4cc(C5CC5)on4)C3)nc12	-6
COc1cc(OC)c(OC)cc1/C=N\NC(=O)c1cc(-c2ccc(Cl)cc2Cl)n[nH]1	11
COc1ccc(CCC(=O)N2CCC(S(=O)(=O)C(C)(C)C)C2)cc1Br (stereo not drawn)	-4
Cc1ccc(-n2c(C)nc3ccc(NS(=O)(=O)c4ccc(C)cc4C)cc3c2=O)cc1	2
O=C(CSc1nc2ccccc2o1)N1CCC(Oc2cnccn2)CC1	7
CCOc1ccc2nc(NC(=O)Cc3csc(NC(=O)c4ccco4)n3)sc2c1	-7
CCc1ccc(S(=O)(=O)Nc2ccc3c(c2)N(CCOC)CCC3)s1	15
CCn1ccnc1N1CCN(C(=O)C(C)Oc2ccccc2)CC1 (stereo not drawn)	-4
O=c1nc(SCc2cccc(Cl)c2)c2c(n1Cc1cccnc1)CCC2	-1
CN1CCN(c2ccc(-c3cccc(NC(=O)c4cccc(C(F)(F)F)c4)c3)nn2)CC1	5
COc1ccc(CNC(=O)c2nnn(CC(=O)Nc3ccc(C(C)C)cc3)c2N)cc1	-7
COc1ccc(CCC(=O)N2CCS[C@H](c3ccco3)CC2)cc1	6
CC(CC(=O)NC1CCCCC1)=NNC(=O)Cc1ccc(-c2ccccc2)cc1	-9
Cc1nn(C2CCS(=O)(=O)C2)c2nc(-c3ccc(F)cc3)cc(C(=O)NC(C)C)c12 (stereo not drawn)	2
O=C(Cn1c(=O)oc2ccc(Cl)cc21)N1CCCc2ccccc21	-10&-7
CC(=O)N1CC(C(=O)NCc2ccc3c(c2)OCO3)C1	-8
Cc1ccc(CNC(=O)CSc2nccn3nc(-c4ccccc4)cc23)cc1	7
O=C(CSc1ccc(-c2ccccc2)nn1)Nc1cccc(F)c1	20
O=C(CN(c1ccccn1)S(=O)(=O)c1ccccc1)NN=Cc1cccc([N+](=O)[O-])c1	0
COc1ccccc1NC(=O)c1c(O)c2ccccc2n(-c2ccccc2)c1=O	-1
Cc1ccc(S(=O)(=O)CCC(=O)Nc2sc(C)c(C)c2C#N)cc1	-11
O=C1OC[C@@H]2CCCN2C(=O)[C@H](CC(=O)N(CCO)Cc2ccccc2)C/C=C/C[C@H]1Cc1ccc(F)cc1	-5
COC(=O)CCC/C=C1/SCC(NC(=O)c2ccccc2)C1=NO (stereo not drawn)	6
COc1cc(COCC2CCN(C(=O)CC(c3ccccc3)c3ccccc3)CC2)cc(OC)c1	-8
O=C(CCc1cc(Br)ccc1OC(F)F)N1CCC(n2ccnn2)C1 (stereo not drawn)	-4
O=C(Nc1ccc2c(c1)CN(S(=O)(=O)c1ccccc1)CC2)c1cccc2ccccc12	-5&-4
CCCCC[n+]1ccn(C2=C([O-])c3ccccc3C(=O)C2=NS(=O)(=O)c2ccc(Cl)cc2)c1	-4
O=c1[nH]ncc(NN=Cc2ccc(O)cc2O)c1Cl	16
O=C(CSc1ncnc2ccccc12)NCc1ccccc1Cl	-12
Cn1ccc(C(=O)N(CCCN2CCOCC2)c2nc3ccc(F)cc3s2)n1	0
O=C(c1cnn(-c2ccccc2)n1)N1CCC(S(=O)(=O)c2ccccc2)CC1	-16
COc1ccc(C(=O)N/N=C\c2c(C)nn(-c3ccccc3)c2N2CCCCC2)cc1OC	-22
CCN(CC)S(=O)(=O)c1ccc2c3c(cccc13)C(=O)N2C(=O)c1ccncc1	-1
O=C(CCc1ccccc1Br)N(Cc1ccsc1)Cc1ccco1	-13
Cc1ccc(-c2cn3c(CC(=O)NCc4ccc(F)cc4)csc3n2)cc1	-7

(continued)
SMILES	PriA SSB inh
NC(=O)c1ccc(NC(=O)Cn2nc(-c3ccc(F)cc3)c3sc(N4CCCC4)nc3c2=O)cc1	-4
CCCCNC(=O)CC(NCCCC)C(=O)O (stereo not drawn)	-1&1
Cc1cc(NC(=O)c2ccc([N+](=O)[O-])o2)n(-c2nc(-c3ccccc3)cs2)n1	-9
O=C(Nc1cccc(C(F)(F)F)c1)N1CCN(c2ccc(-c3cccs3)nn2)CC1	-10
Cc1ccc(C=NN2CCN(Cc3cccc4ccccc34)CC2)s1	4
CCOC(=O)c1cn[nH]c1S(=O)(=O)N(C)c1ccccc1	-12
CC1CCCCN1S(=O)(=O)c1ccc(C(=O)Nc2nnc(-c3ccc(Br)cc3)o2)cc1 (stereo not drawn)	3
C#CCn1c(=NC(=O)CSCC(=O)NC2CCCCC2)sc2ccccc21	43*
CC(O)(CNC(=O)NCCCc1ccccc1)c1cccs1 (stereo not drawn)	-6
CCc1ccc2ncc(S(=O)(=O)c3ccc(OC)cc3)c(N3CCN(c4ccc(F)cc4)CC3)c2c1	-10
N#CC1=C(N)Oc2c(oc(CO)cc2=O)C12C(=O)N(Cc1ccc(Cl)cc1)c1ccccc12 (stereo not drawn)	-2
CN(C)S(=O)(=O)c1ccc(C(=O)N2CCSC(c3ccco3)CC2)cc1 (stereo not drawn)	-12
COc1ccc(NC(=O)Cn2cnc3c(-c4ccccc4)csc3c2=O)c(OC)c1	-1
C=CCn1c(SCC(=O)c2[nH]c(C)c(C(=O)OCC)c2C)nc2sc3c(c2c1=O)CCC3	-27
CCOC(=O)c1ccccc1N/C=C(/C#N)c1nc(-c2ccc3c(c2)OCO3)cs1	-2

Ordered by heavy-atom count (smallest number first): some entries from above.
SMILES	PriA SSB inh
CC(/C=C/c1ccccc1)=NNC(=O)Cn1nc(C)cc1C	-17
Cn1ccc(C(=O)N(CCCN2CCOCC2)c2nc3ccc(F)cc3s2)n1	0
CN1CCN(c2ccc(-c3cccc(NC(=O)c4cccc(C(F)(F)F)c4)c3)nn2)CC1	5

The listing continues:
SMILES	PriA SSB inh
C=CCN1C(=O)C(CC(=O)NCC(=O)O)SC1=Nc1ccc(Cl)cc1 (stereo not drawn)	9
Cc1c(Cl)cccc1NC(=O)CC1=NS(=O)(=O)c2ccccc2N1	-14
COCC(=O)Nc1ccc(C)c(N2CCCC2=O)c1	-16
Cc1ccc2nc(-c3ccc(N4C(=O)c5ccccc5C4=O)cc3)sc2c1	-12&1
O=C(CNC(=O)c1cccnc1)NN=Cc1cccnc1	-8
CN1C(=O)Cc2cc(NC(=O)c3ccc(Br)o3)ccc21	-22
Cc1cc(NC(=O)C2CC2)n(-c2nc3c(cnn3-c3cccc(Cl)c3)c(=O)[nH]2)n1	4
CC(C)(C)c1nnc(NCc2cccnc2)[nH]c1=O	-3
O=C(CSCc1ccccc1)N1CCC[C@H](Cc2nc(-c3cnccn3)no2)C1	-5
CCOC(=O)c1c(NC(=O)c2ccccc2S(=O)(=O)CC)sc2c1CCN(C(=O)OC)C2	-10
CCOC(=O)N1CCN(C(=O)CN2CCC(COCc3cc(OC)cc(OC)c3)CC2)CC1	0
O=C(NC1CCN(c2nccs2)CC1)c1ccccn1	1
CCOC(=O)c1c(NC(=O)c2ccc([N+](=O)[O-])cc2)sc2c1CCC(C)C2 (stereo not drawn)	-1
Cc1ccc(-c2ccc(=O)n(CCCNC(=O)NCc3ccccc3)n2)cc1	0

Structures listed so far with a tert-butyl group (3):
SMILES	PriA SSB inh
Cc1cc(=O)[nH]c(-n2nc(-c3cccs3)cc2NC(=O)CC(C)(C)C)n1	6
COc1ccc(CCC(=O)N2CCC(S(=O)(=O)C(C)(C)C)C2)cc1Br (stereo not drawn)	-4
CC(C)(C)c1nnc(NCc2cccnc2)[nH]c1=O	-3

High-throughput results as filed in PubChem.
